EPAC1 ag = qHTS for Agonist of cAMP-regulated guanine nucleotide exchange factor 3 (EPAC1): primary screen | Rap guanine nucleotide exchange factor 3 (Homo sapiens), O95398 | EPAC1 agonist qHTS, biochemical assay; response scale: 100% = response to 6.5 mM cAMP | Potency, µM (top dose mostly 154 µM), inactives show at the top dose activation, actives largely listed as activators | 0.073% of 360,000 active; further: potency means the concentration at half of the fitted maximal effect; nearly all actives have a fitted effect of over 60% in size
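Read-out is the fluorescence drop as BODIPY-GDP leaves Rap1B (480 nm excitation, 540 nm emission), recorded every 5 minutes over 30 minutes. Reactions held 100 nM EPAC1, 250 nM Rap1B–BODIPY-GDP and 50 uM GDP, with 6.5 mM cAMP setting full activation.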
FUS suppressor = qHTS for Suppressors of FUS Proteinopathy: Primary screen using FUS-linked yeast assay; S. cerevisiae FUS-expressing, growth rescue, OD600, 24 h; Potency, µM (highest dose often 76.6 µM), inactives show at the highest dose growth rescue (activation), usual class: activators; 0.24% of 390,000 active;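 further: potency means the concentration at half of the fitted maximal effect; plate controls were DMSO vehicle for no effect and reference control for full effect; nearly all actives have a fitted effect of over 55% in size; some results filed as inactive show a strong effect at the top dose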
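S. cerevisiae expressing FUS from galactose induction served as the toxicity model. Growth after 24hr at 30C, read as absorbance at 600 nm, indicates suppression of toxicity; compounds dosed at several concentrations.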
PI5P4Ka inh = qHTS for Inhibitors of phosphatidylinositol 5-phosphate 4-kinase (PI5P4K). Phosphatidylinositol 5-phosphate 4-kinase type-2 alpha (Homo sapiens), P48426. PI5P4Kalpha enzyme, ADP-Glo luminescence, 60 min; active compounds read low. 1.2% of 330,000 active. max response, %; active means max response of -50% or lower; inconclusive means between -30% and -50%; inactive means -30% or higher; further: value at the top dose of about 77 µM; on the % scale 0 is the no-effect control and ±100 the full control effect
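Single end-point luminescence (ADP-Glo) quantified ADP from PI5P4Kalpha turnover; ATP 5 microM final, 1 h at RT, 0.1% CHAPS and 0.28 mM EGTA in HEPES pH 7.4.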
PLK1 PBD block = qHTS for Inhibitors of PLK1-PDB (polo-like kinase 1 - polo-box domain): Primary Screen | Serine/threonine-protein kinase PLK1 (Homo sapiens), P53350 | Plk1 PBD binding of FITC phosphopeptide, fluorescence polarization | Potency, µM, without a hit: max response, negative = inhibition, most hits filed as inhibitors | 2.8% of 360,000 active | AID 720504, 2013; further: potency means the concentration at half of the fitted maximal effect; series mostly up to about 57 µM; on the % scale 0 is the no-effect control and ±100 the full control effect; nearly all actives have a fitted effect of over 65% in size
WRN inhibitor = qHTS for Inhibitors of WRN Helicase | WRN helicase unwinding, fluorescent forked duplex, kinetic | Potency, µM (titrated, usually from 114 µM), for inactives: at the highest dose activity change, negative = inhibition, hits mostly inhibitors | AID 651768, 2012 | 0.46% of 360,000 active; further: potency means the concentration at half of the fitted maximal effect; on the % scale 0 is the no-effect control and ±100 the full control effect; nearly all actives have a fitted effect of over 55% in size
Target sequence (Q14191 whole entry, looked up): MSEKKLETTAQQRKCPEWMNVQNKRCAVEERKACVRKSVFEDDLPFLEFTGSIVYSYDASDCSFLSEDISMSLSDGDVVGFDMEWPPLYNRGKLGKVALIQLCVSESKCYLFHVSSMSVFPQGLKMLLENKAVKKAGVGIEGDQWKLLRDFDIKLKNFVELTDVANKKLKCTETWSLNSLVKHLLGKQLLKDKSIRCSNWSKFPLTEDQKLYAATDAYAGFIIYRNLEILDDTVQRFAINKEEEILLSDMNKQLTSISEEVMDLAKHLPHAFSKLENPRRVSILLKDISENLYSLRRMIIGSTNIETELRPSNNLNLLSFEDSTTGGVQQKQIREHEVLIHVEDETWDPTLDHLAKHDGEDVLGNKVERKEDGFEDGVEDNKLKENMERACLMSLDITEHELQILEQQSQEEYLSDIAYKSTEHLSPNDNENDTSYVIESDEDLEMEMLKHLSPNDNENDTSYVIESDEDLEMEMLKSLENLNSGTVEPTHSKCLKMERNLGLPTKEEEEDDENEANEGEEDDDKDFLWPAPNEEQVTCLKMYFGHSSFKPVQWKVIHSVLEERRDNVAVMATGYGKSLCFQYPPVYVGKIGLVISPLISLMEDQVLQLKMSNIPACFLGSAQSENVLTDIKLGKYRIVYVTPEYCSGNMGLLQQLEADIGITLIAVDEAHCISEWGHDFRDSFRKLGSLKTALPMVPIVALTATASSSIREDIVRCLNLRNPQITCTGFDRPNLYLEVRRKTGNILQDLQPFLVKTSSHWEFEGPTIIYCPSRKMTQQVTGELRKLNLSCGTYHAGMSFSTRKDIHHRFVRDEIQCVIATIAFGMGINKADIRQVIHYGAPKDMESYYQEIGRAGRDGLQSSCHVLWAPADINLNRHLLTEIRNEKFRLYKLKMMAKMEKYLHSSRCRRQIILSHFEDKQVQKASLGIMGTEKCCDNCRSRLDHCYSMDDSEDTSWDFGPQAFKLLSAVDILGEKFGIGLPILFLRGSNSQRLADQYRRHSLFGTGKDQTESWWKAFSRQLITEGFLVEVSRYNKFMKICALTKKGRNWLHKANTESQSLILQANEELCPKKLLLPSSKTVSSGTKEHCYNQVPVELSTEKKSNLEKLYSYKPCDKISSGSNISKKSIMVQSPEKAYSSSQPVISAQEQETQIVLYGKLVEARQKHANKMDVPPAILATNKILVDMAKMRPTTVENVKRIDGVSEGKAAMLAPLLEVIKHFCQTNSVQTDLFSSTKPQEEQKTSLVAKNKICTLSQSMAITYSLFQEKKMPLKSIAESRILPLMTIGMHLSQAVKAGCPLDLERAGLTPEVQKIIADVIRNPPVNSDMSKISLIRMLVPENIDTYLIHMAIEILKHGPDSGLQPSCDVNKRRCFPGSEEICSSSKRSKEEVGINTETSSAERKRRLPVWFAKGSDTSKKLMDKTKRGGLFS
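WRN at 20 nM final was preincubated with compound for 15 min at room temperature; reaction started with 100 nM forked duplex oligonucleotide carrying fluorophore and quencher plus 2 mM ATP (final). Unwinding followed kinetically by red fluorescence (ex 525/em 598 nm).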
IL2 activator = qHTS of IL-2 Activators. IL-2 activation reporter assay, cell-based qHTS; stimulated with anti-CD3/CD4/CD28 beads; in transgenic mouse T cells. activation, % (series mostly up to about 46 µM). 0.065% of 360,000 active. AID 652025, 2013; in the data active means activation above about 50%; inconclusive means mostly about 30% to 49%; further: 0% is about no effect
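Readout: EGFP and DsRed signals by fluorescent plate cytometry. Unstimulated transgenic mouse T cells received compound 60 min before antibody-bead stimulation, then incubated 18 h at 37 degrees C.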
EPAC1 antag = qHTS for Antagonist of cAMP-regulated guanine nucleotide exchange factor 3 (EPAC1): primary screen | Rap guanine nucleotide exchange factor 3 (Homo sapiens), O95398 | Potency, µM (titrated, usually from 115 µM), inactives show at the top dose activity change, negative = inhibition, hits mostly inhibitors | 0.14% of 360,000 active | EPAC1 GEF assay, Rap1b-BODIPY-GDP exchange fluorescence | AID 720709, 2013;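 further: potency means the concentration at half of the fitted maximal effect; plate controls were vehicle for no effect and positive control for full effect; nearly all actives have a fitted effect of over 50% in size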
Abeta rescue = qHTS for compounds that reverse cellular toxicity of Amyloid beta (A-beta) peptide in yeast: Primary Screen; yeast expressing A-beta42, growth rescue, OD600, 48 h; response scale: 0% DMSO, 100% iron-clioquinol control; Potency, µM (doses to about 46.1 µM), inactives show at the top dose growth rescue, actives largely listed as activators; 0.063% of 410,000 active; AID 1347071, 2019; further: potency means the concentration at half of the fitted maximal effect; nearly all actives have a fitted effect of over 55% in size
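Growth rescue measured by 600 nm absorbance after 48 h yeast culture at 30 C with compound. Values normalized between DMSO and an equimolar ferric chloride plus clioquinol control.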
* hit, by the source's call; ? = inconclusive; · = not tested or not shown; & = joins results of further samples; [ ] = another dose, or the depositor's remark. Unless noted, the call rests on the fitted dose curve; in most records, active means well fitted curve in the direction sought with a large enough effect; inconclusive means small, poorly fitted or top-dose-only effect, or another doubt; inactive means no such curve, though single readings can be large; an effect the other way counts as inactive or inconclusive.

Order of values: EPAC1 ag	FUS suppressor	PI5P4Ka inh	PLK1 PBD block	WRN inhibitor	IL2 activator	EPAC1 antag	Abeta rescue
#1 Cc1oc2cc3oc(=O)ccc3cc2c1C
→ 4%	-12%	-3	2%	-5%	3.3	1%	-3%
#2 Cn1c(=O)cc(SCC(=O)N2CCN(c3ccccc3)CC2)c2ccccc21
→ -2%	?	-2	-3%	-1%	-2.9	4%	-3%&5%
#3 COc1ccc(S(=O)(=O)N2CCCCCC2)cc1NC(=O)c1c2c(nc3ccccc13)CCN(Cc1ccccc1)C2
→ 15%	·	11	-5%	-14%	-1.8	-20%	0%
#4 Oc1c(Br)cc(Br)cc1CNc1ccccn1
→ 5%	4%	16	-20%	?	-1.7	?	-2%
#5 COc1ccc(/C=N/NC(=S)Nc2c(C)n(C)n(-c3ccccc3)c2=O)cc1OC
→ 2%	13%	0	-1%	8%	-0.7	25%	-18%
#6 COc1ccc(CN(C)C(C)C(=O)Nc2cccc3ccccc23)cc1 (stereo unspecified)
→ 1%	11%	19	4%	4%[57.1 µM]	-1.0	-11%	-4%
#7 C/C(=N\NC(=O)c1ccc(CSc2nncn2C)cc1)c1ccc2ccccc2c1
→ 8%	-31%	-1	-1%	-9%	-1.0	-10%	-6%
#8 O=C(N/N=C/c1ccc(O)c(O)c1)c1cccc(S(=O)(=O)N2CCCC2)c1
→ -10%	36%	3	-7%	-8%[11.6 µM]	-1.4	?	-9%
#9 CCc1cccc(CC)c1NC(=O)c1ccccc1
→ 0%	-8%	5	-7%	-5%	-1.7	8%	-12%
#10 Nc1ccc(Nc2ccc([N+](=O)[O-])cc2[N+](=O)[O-])cc1
→ -3%	9%	-1	-2%	5%	-0.5	-3%	-10%
#11 COc1ccccc1CNC(=S)NCCc1ccccc1
→ 5%	8%	-3	-6%	-22%[57.1 µM]	-2.0	7%	27%
#12 O=C(Nc1cccc(S(=O)(=O)N2CCCCCC2)c1)c1ccc(Cl)nc1
→ -4%	15%	-5	8%	-20%	-1.1	?	-12%
#13 O=C(O)C(Cc1c[nH]c2ccccc12)NS(=O)(=O)c1ccc(F)cc1 (stereo unspecified)
→ -5%	-29%	2	-2%	11%	-2.7	6%	-4%
#14 C[C@]12CC[C@H](O)CC1=CCC1C2CC[C@@]2(C)C1CC[C@@H]2NC(=O)CCC(=O)O (stereo partly specified)
→ -7%	0%	-7	2%	-1%	0.8	-12%	16%
#15 CN(CC(=O)Nc1ccc(Br)cc1)Cc1ccccc1
→ 4%	-19%	-3	3%	5%	0.3	-1%	-5%

The final 5 records of the section above lead into the next.
Order of values: EPAC1 ag	FUS suppressor	PI5P4Ka inh	PLK1 PBD block	WRN inhibitor	IL2 activator	EPAC1 antag	Abeta rescue
#11 COc1ccccc1CNC(=S)NCCc1ccccc1
→ 5%	8%	-3	-6%	-22%[57.1 µM]	-2.0	7%	27%
#12 O=C(Nc1cccc(S(=O)(=O)N2CCCCCC2)c1)c1ccc(Cl)nc1
→ -4%	15%	-5	8%	-20%	-1.1	?	-12%
#13 O=C(O)C(Cc1c[nH]c2ccccc12)NS(=O)(=O)c1ccc(F)cc1 (stereo unspecified)
→ -5%	-29%	2	-2%	11%	-2.7	6%	-4%
#14 C[C@]12CC[C@H](O)CC1=CCC1C2CC[C@@]2(C)C1CC[C@@H]2NC(=O)CCC(=O)O (stereo partly specified)
→ -7%	0%	-7	2%	-1%	0.8	-12%	16%
#15 CN(CC(=O)Nc1ccc(Br)cc1)Cc1ccccc1
→ 4%	-19%	-3	3%	5%	0.3	-1%	-5%
#16 O=[N+]([O-])c1c(Nc2ccc(O)cc2)cc(Cl)c2nonc12
→ -3%	-18%	-24	1.7µM*	?	-3.6	-13%	-15%
#17 O=C1c2ccccc2C(=O)N1CCCCSc1nc2ccccc2c(=O)n1CCCN1CCOCC1
→ 10%	25%	7	2%	-7%	-0.3	-3%	9%
#18 O=C(Nc1ccccc1Cl)ON=C1c2ccccc2-c2ccccc21
→ 12%	29%	·	-8%	-4%	-2.5	-6%	-76%[inhibitor]
#19 CCC(C)(C)NC(=O)C(c1ccc(C)cc1)N(CCN1CCOCC1)C(=O)CNC(=O)c1cccs1 (stereo unspecified)
→ -2%	9%	-20	30µM*	-5%	10	-6%	2%
#20 Cc1cc(C)n2nc(C(=O)N/N=C/c3cccc(Cl)c3)nc2n1
→ -3%	6%	1	-20%	-3%	-0.8	2%	-19%
#21 CC(C)C(OC(=O)c1cccs1)C(=O)NCc1ccccc1 (stereo unspecified)
→ 7%	-24%	0	-11%	-1%	0.4	-1%	5%
#22 Cc1cccc(C)c1N(CC(=O)N1CCOCC1)S(C)(=O)=O
→ -1%	-3%	-4	-5%	-17%	-0.7	0%	4%
#23 COc1ccc(N=C2SC(C(=O)N3CCN(c4ccc([N+](=O)[O-])cc4)CC3)CC(=O)N2C)cc1 (stereo unspecified)
→ 3%	-16%	1	-5%	2%	1.7	19%	1%
#24 COc1ccc(NC(=O)c2ccc(-c3ccccc3)cc2)cc1NS(=O)(=O)c1ccc(F)cc1
→ 15%	10%	-8	-3%	-11%	-1.8	-21%	9%
#25 Cc1ccc(S(=O)(=O)/N=C(/c2ccc(F)cc2)N2CCCC2)cc1
→ 10%	-27%	5	-10%	3%	-1.6	1%	-4%
#26 CCN(Cc1ccncc1)C(=O)c1ccc(Br)o1
→ -7%	1%	2	2%	13%	-0.1	12%	-8%
#27 Cc1onc(-c2ccccc2)c1C(=O)Nc1ccon1
→ 2%	-7%	·	-8%	1%	1.1	15%	-3%
#28 Cc1cccc(NC(=S)NNC(=O)Cc2ccccc2)c1
→ -20%	·	-3	-17%	11%	-2.7	9%	10%
#29 CC(=O)N1CCCc2cc(S(=O)(=O)N3CCCC(C(=O)NCc4ccccc4)C3)ccc21 (stereo unspecified)
→ -20%	?	-1	0%	-1%	-1.2	8%	0%&13%
#30 CCOc1ccccc1NC(=O)COC(=O)c1ccc(S(=O)(=O)N2CCCC2)cc1
→ ?	5%	-6	1%	-1%	-0.6	-25%	7%

Whole records, looked up by structure:
Results for COc1ccccc1CNC(=S)NCCc1ccccc1 : EPAC1 ag = 5%; FUS suppressor = 8%; PI5P4Ka inh = -3; PLK1 PBD block = -6%; WRN inhibitor = -22%[57.1 µM]; IL2 activator = -2.0; EPAC1 antag = 7%; Abeta rescue = 27%
Results for CCC(C)(C)NC(=O)C(c1ccc(C)cc1)N(CCN1CCOCC1)C(=O)CNC(=O)c1cccs1 (stereo unspecified) : EPAC1 ag = -2%; FUS suppressor = 9%; PI5P4Ka inh = -20; PLK1 PBD block = 30µM*; WRN inhibitor = -5%; IL2 activator = 10; EPAC1 antag = -6%; Abeta rescue = 2%
Results for O=C(O)C(Cc1c[nH]c2ccccc12)NS(=O)(=O)c1ccc(F)cc1 (stereo unspecified) : EPAC1 ag = -5%; FUS suppressor = -29%; PI5P4Ka inh = 2; PLK1 PBD block = -2%; WRN inhibitor = 11%; IL2 activator = -2.7; EPAC1 antag = 6%; Abeta rescue = -4%

(list continues)
Order of values: EPAC1 ag	FUS suppressor	PI5P4Ka inh	PLK1 PBD block	WRN inhibitor	IL2 activator	EPAC1 antag	Abeta rescue
#31 Clc1ccccc1-c1cccc2nccn12
→ -7%	-14%	-7	-1%	-11%	-0.8	-7%	-14%
#32 CC1CCN(Cc2ccc(-c3nnn(CC(=O)Nc4ccccc4Cl)n3)cc2)CC1
→ 5%	27%	1	7%	-6%	-0.3	2%	4%
#33 CC(Sc1nc2ccc(C(=O)c3ccccc3)cc2[nH]1)C(=O)O (stereo unspecified)
→ 7%	25%	-52*	-12%	?	2.9	-3%	-18%
#34 Cc1ccc(CN2C(=O)c3ccccc3C2c2nnnn2C(C)C)cc1 (stereo unspecified)
→ 10%	2%	0	-3%	-1%	0.1	-3%	17%
#35 Cn1ccnc1SCC(=O)Nc1ccc2c(c1)OCO2
→ 18%	0%	-6	-13%	5%	2.2	-29%	-1%
#36 CN1CCN(C(=O)c2cc3nc(-c4ccco4)cc(C(F)(F)F)n3n2)CC1
→ -2%	2%	-2	-9%	-9%	-0.1	-13%	-20%
#37 Cc1ccccc1/C=C1\OC(=O)c2ccccc21
→ 8%	19%	·	4%	-2%	-4.5	4%	9%
#38 CN(CC(=O)Nc1ccccc1Cl)C(=O)C1CCN(C(=O)c2ccc(Cl)cc2)CC1
→ -6%	6%	-6	1%	6%	2.0	12%	12%
#39 O=C(CSC(=S)N1CCCC1)N(Cc1nnc(-c2ccccc2Cl)o1)C1CC1
→ 14%	·	-2	3%	9%	-1.0	15%	-15%
#40 CC(C)CN(C(=O)CSc1nnnn1-c1ccccc1)c1c(N)n(CC(C)C)c(=O)[nH]c1=O
→ -29%	?	-3	-13%	1%	-0.3	-15%	-8%
#41 NC(=O)CNC(=O)[C@@H]1CC2(CC(c3cccc(Br)c3)=NO2)CN1C(=O)c1ccc(Br)cc1 (stereo partly specified)
→ 7%	?	6	?	5%	0.4	-6%	3%
#42 Cc1noc(C)c1NC(=O)N(C)C[C@@H]1OCc2cnnn2CCCC(=O)N([C@H](C)CO)C[C@@H]1C
→ -2%	1%	3	3%	5%	-2.0	-10%	10%

Looked up one by one from above, 2 records:
Order of values: EPAC1 ag	FUS suppressor	PI5P4Ka inh	PLK1 PBD block	WRN inhibitor	IL2 activator	EPAC1 antag	Abeta rescue
#36 CN1CCN(C(=O)c2cc3nc(-c4ccco4)cc(C(F)(F)F)n3n2)CC1
→ -2%	2%	-2	-9%	-9%	-0.1	-13%	-20%
#33 CC(Sc1nc2ccc(C(=O)c3ccccc3)cc2[nH]1)C(=O)O (stereo unspecified)
→ 7%	25%	-52*	-12%	?	2.9	-3%	-18%

Compound activity as filed in PubChem.
